# AmpC inh det – AmpC beta-lactamase inhibition, detergent assay. 71,000 tested, 0.09% active. Potency, µM (series often up to 28.7 µM), without a hit: top-dose activity change, negative = inhibition. AID 584. purified AmpC, nitrocefin hydrolysis with detergent; active = well fitted curve in the direction sought with a large enough effect
# Target sequence (P00811 whole entry, looked up): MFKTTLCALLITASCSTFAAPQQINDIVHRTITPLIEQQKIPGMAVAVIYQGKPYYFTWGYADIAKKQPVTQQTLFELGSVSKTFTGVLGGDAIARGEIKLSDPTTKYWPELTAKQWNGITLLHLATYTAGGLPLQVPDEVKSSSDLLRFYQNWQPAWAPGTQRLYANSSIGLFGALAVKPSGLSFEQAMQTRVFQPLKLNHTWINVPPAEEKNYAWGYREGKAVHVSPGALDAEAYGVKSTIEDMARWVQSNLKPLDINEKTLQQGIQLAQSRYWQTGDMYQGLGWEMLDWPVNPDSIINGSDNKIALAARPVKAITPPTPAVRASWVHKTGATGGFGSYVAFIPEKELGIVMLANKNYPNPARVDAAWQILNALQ
#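 E. coli AmpC (5.3 nM) in 20 mM phosphate pH 7.0 with 0.01% Triton X-100, preincubated 15 min RT with compound; nitrocefin (2 uL of 800 uM stock) hydrolysis followed by 480 nm absorbance every 20 s over 4 min.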
# Starred values were filed as active, the others as inactive; & = joins results of further samples; [ ] = dose if it differs, or a comment. % is scaled to controls: 0 for no effect and ±100 for the full control effect; potency is read from the fitted curve at half-maximal effect. These rows are one share of the data; count on the stated rates, not on these rows.
SMILES,AmpC inh det
CCOc1ccc(S(=O)(=O)N(CC(=O)Nc2cc(C)on2)Cc2ccccc2Cl)cc1,-4%
CC(O)CNc1nc2ccccc2n1-c1ncnc2sc3c(c12)CCC3 (centres undefined),-1%
O=C(Cc1cccs1)NCc1ccccc1,-4%
CCC(=O)Nc1ccc2nc(C)n(CC(=O)Nc3ccccc3)c(=O)c2c1,-3%
O=C(CN1C(=O)c2ccccc2S1(=O)=O)NC1CCCC1,-4%
CCOC(=O)CSc1nnc(-c2cccc(Br)c2)o1,-3%
O=C(c1ccncc1)N1CCC2(CC1)CN(C(c1ccccc1)c1ccccc1)C2,4%
CC(C)(C)c1ccc(C(=O)CSc2ncn[nH]2)cc1,-8%
O=c1cccc2n1CC1CC2CN(c2ncnc3c2cnn3-c2ccc(Cl)cc2)C1 (centres undefined),1%
O=c1c(-c2ccccc2)nc2cnc(Oc3ccccc3)nc2n1C1CC1,2%
O=C(c1ccco1)c1cn(CC(=O)N2CCCCC2)c2ccccc12,9%
Cc1ccc(NC(=O)CS(=O)CC(=O)N(CC(=O)NC2CCCC2)c2cc(C)ccc2C)cc1 (centres undefined),13%
COc1cccc(-c2nc(C(N)=O)c3[nH]c(=O)n(-c4ccccc4)c3n2)c1OC,13%
C=CCNc1nnc(SCC(=O)N2CCCCC2)c2ccccc12,10%
O=C(c1cccs1)N(CC1CCCO1)c1nc(-c2ccccc2)cs1 (centres undefined),-3%
Cn1nnc2cc(C(=O)NC(C)(C)C)ccc21,12%
Fc1ccc(Br)cc1C1C=C(c2ccc(Br)s2)Nc2ncnn21 (centres undefined),-2%
c1csc(-c2csc3nc(CN4CCOCC4)nc(NCc4ccc5c(c4)OCO5)c23)c1,1%
COC(=O)c1ccc(NC(=O)C2CCCN2S(=O)(=O)c2ccc(OC)cc2)cc1 (centres undefined),-6%
COc1cc(C2c3c(oc4ccccc4c3=O)C(=O)N2c2ccc(C)cn2)ccc1O (centres undefined),9%
CCc1cc2ccccc2nc1SCC(=O)N1CCN(C(=O)c2ccco2)CC1,7%
CCN1CCN(CC(O)COc2ccc(C(C)=O)cc2)CC1 (centres undefined),14%
CN1CCc2nc(SCCOc3ccccc3)c(C#N)cc2C1,18%
CCCc1cc(=O)oc2cc(OCC(=O)Nc3cc(C)on3)ccc12,2%
O=c1[nH]nc(Sc2ncnc3sccc23)n1CCc1ccccc1,-6%
Cc1c(C(=O)Nc2ccncc2)oc2c1C(=O)CC(C)(C)C2,-3%
Cc1ccc(S(=O)(=O)NC2=NCN(Cc3cccnc3)CN2)cc1,-5%
Brc1c(CSc2nc3ccccc3o2)nc2ncccn12,-1%
COCCn1c(=O)c(C)nc2cnc(N(C)C)nc21,-1%
O=C(Nc1ccc(N2CCCCC2)c(C(=O)O)c1)c1ccco1,-3%
Nc1scc(-c2ccncc2)c1Cl,0%
COc1ccc(C2CC(c3cccc(C)c3)n3ncnc3N2)cc1 (centres undefined),15%
CC(C)/C(=N/[N+](C)(C)C)c1ccccc1,-2%[5.75 µM]
Cc1nc2cnc(N3CCOCC3)nc2n(C)c1=O,2%
Cc1nnc(SCC(=O)Nc2nccs2)s1,-1%
CCN=C1SC(C(N)=O)CC(=O)N1CC (centres undefined),2%
Cc1ccc2nc(C3CCN(CC(=O)N4CCCCCC4)CC3)[nH]c2c1,11%
CN(c1ccccc1)S(=O)(=O)c1ccc(C(=O)OCC(=O)NCc2ccco2)cc1,-4%
Cc1ccccc1-n1nc(C(=O)O)c(C)c(C#N)c1=O,7%
CCOc1cc(N2CCOCC2)c(OCC)cc1NC(=O)C(NC(=O)c1ccco1)C(C)C (centres undefined),-2%
OC1(c2ccccc2F)CCN(Cc2nnc(-c3ccccc3)o2)CC1,3%
CCCn1nc(C(=O)OCC(=O)c2ccc3c(c2)NC(=O)CO3)c2ccccc2c1=O,2%
COc1cc2c(C)nc(C)c(C#N)c2cc1OC,-4%
CC(=O)Nc1ccc(S(=O)(=O)Nc2ccc(N3CCOCC3)cc2)cc1,-2%
COc1ccc(N(C(=O)c2ccc(Br)o2)C2C=CS(=O)(=O)C2)cc1 (centres undefined),-3%
CCN(CC)c1ccc(NC(=O)CSc2nc3ccccc3c(=O)[nH]2)cc1,-6%
O=C1SC(SCc2ccccc2)=N/C1=C\c1ccco1,2%
ON=C1CCCCC1,8%
Cc1cccc(OCC(=O)Nc2ccccc2N2CCCCC2)c1,-2%
COc1cccc(NC2=NC3(CCCCC3)N=C(N)N2)c1,1%
COC(=O)CSc1nc(N2CCCCC2)c2c(c1C#N)CCCC2,-2%
O=C(c1ccc(C(=O)N2CCN(c3ccccc3F)CC2)nc1)N1CCN(c2ccccc2F)CC1,-3%
O=Cc1ccccc1Cl,9%
CCOC(=O)C1=C(C)Nc2ncnn2C1c1cc(Br)ccc1F (centres undefined),-1%
O=C(NCCCN1CCCC1=O)c1ccc2c(c1)NC(=O)C(N1CCOCC1)S2 (centres undefined),-5%
CCOc1cc2[nH]c(=O)n(CCc3ccc(OC)c(OC)c3)c(=O)c2cc1OCC,-2%
c1ccc(Nc2cc(-c3ccccc3)nc3ncnn23)cc1,-1%
CCOC(=O)c1cc2c(ccn2C)n1Cc1ccccc1C,-5%
O=C(Nc1cnccn1)c1cccc(C(F)(F)F)c1,23%
COC(=O)CSc1nc2sc(C)c(C)c2c(=O)n1C,-3%

# Next section:
SMILES,AmpC inh det
COc1ccccc1-c1c(C)c(C)nc(N)c1C#N,-8%
CC(=O)Oc1c2occc2cc2ccc(=O)oc12,2%
O=C(c1ccccc1)N1CC(COc2ccccc2)OC(c2cccnc2)O1 (centres undefined),-3%
O=C(NCCc1ccncc1)Nc1ccccc1,-2%
Cc1ccc(-c2noc(CN(C(=O)C34CC5CC(CC(C5)C3)C4)C(C)C)n2)cc1,12%
CCc1nnc(SCC(=O)Nc2ccccc2)nc1CC,0%
O=C(Nc1nnc(SCC(=O)N2CCCCC2)s1)c1cccs1,9%
COC(=O)c1nnn(CC(=O)Nc2cccc(Cl)c2C)c1C(=O)OC,-2%
FC(F)(F)c1ccccc1-c1nc(N2CCNCC2)c2ccccc2n1,10%
CCC(=O)c1ccc2c(c1)N(CCCN(C)C)c1ccccc1S2,-1%
COc1cccc(N(C(=O)CNC(=O)c2ccco2)C(C(=O)NC2CCCC2)c2ccncc2)c1 (centres undefined),-2%
Cc1cccc(N(C)C(=O)c2cc3cc4ccc(C)cc4nc3o2)c1,-2%
CCn1c(SCC(N)=O)nnc1-c1ccc2[nH]c(C)c(C)c2c1,-3%
NC[C@](O)(CS(=O)(=O)O)c1ccc(Cl)cc1,2%&-2%
Fc1ccc(Nc2ccnc(-c3ccc4c(c3)OCO4)n2)cc1,-2%
CSc1nnc(-c2ccccc2)o1,-1%
Cc1nn(Cc2ccccc2)c(C)c1NC(=O)c1cc(-c2cccs2)on1,-3%
Cc1cc(N2CCCCC2)n2nc(C)c(-c3ccccc3)c2n1,0%
c1ccc2c(c1)[nH]c1c(N3CCCC3)ncnc12,0%
CC(C)Oc1ccc(Cc2c(O)[nH]c(=O)[nH]c2=O)cc1,16%
COC(=O)CCC(=O)Nc1ccccc1C(N)=O,10%
Cc1cccc(CN2CCN(C(=O)c3ccccc3F)CC2)c1,-2%
CS(=O)(=O)N(CC(=O)NCCSCc1cccc(Cl)c1)c1ccc2c(c1)OCO2,-7%
COc1ccc(S(=O)(=O)N(CC(=O)NCC2CCCO2)c2ccccc2)cc1OC (centres undefined),-1%
Cc1cc(C2C(C#N)=C(N)SC(N)=C2C#N)c(C)s1,-3%
CCNc1nc(SCC(=O)OC)nc(N2CCOCC2)n1,-2%
O=C(C1CCCN1S(=O)(=O)c1ccc(Cl)c(Cl)c1)N1CCCCC1 (centres undefined),0%
Cc1nn(C(=O)c2cccs2)c(C)c1CN1C(=O)c2ccccc2C1=O,-2%
COc1ccc(-c2nnc(NC(=O)c3ccc(S(=O)(=O)N4COCC4(C)C)cc3)o2)cc1,10%
CCCCOc1ccc(-c2nnc(-c3ccncc3)o2)cc1,12%
COc1ccc(OC)c(NC(=O)C2CCN(S(=O)(=O)c3c(C)noc3C)CC2)c1,-2%
COCCNC(=O)CSc1nc2cc(OC)c(OC)cc2c(=O)n1Cc1ccco1,-1%
CCC(=O)N1CCc2cc(Br)cc(S(=O)(=O)NCCN3CCCCC3CC)c21 (centres undefined),-2%
CCOC(=O)C(Cc1ccccc1)NS(=O)(=O)c1ccc(NC(C)=O)cc1 (centres undefined),11%
CCCCCCc1nc2c(=O)[nH]c3ccccc3c2o1,5%
COc1ccccc1N1CCN(C(=O)c2cc(-c3ccc4c(c3)OCO4)on2)CC1,14%
CC(C)(C)C(=O)c1sc(Nc2ccccc2)nc1N,-4%
O=C(Nc1ccc(C(=O)Nc2ccc(C(=O)Nc3ccc(S(=O)(=O)O)c4cc(S(=O)(=O)O)cc(S(=O)(=O)O)c34)cc2)cc1)Nc1ccc(C(=O)Nc2ccc(C(=O)Nc3ccc(S(=O)(=O)O)c4cc(S(=O)(=O)O)cc(S(=O)(=O)O)c34)cc2)cc1,-9%
CS(=O)(=O)Nc1ccc(C(=O)Nc2ccccc2C(=O)N2CCCC2)cc1,-4%
O=C(c1cc(=O)[nH]c2ccc(Br)cc12)N1CCC2(CC1)OCCO2,-3%
COc1cccc2c(=O)c3c(cnn3C)n(C)c12,-1%
O=C(c1cc2sccc2n1Cc1ccccc1)N1CCc2ccccc21,0%
Cc1cc(C)n2nc(SCC(=O)N(C)Cc3ccccc3)nc2n1,-4%
COC(=O)[C@@]1(Cc2ccc(OC)cc2)[C@H]2c3cc(C(=O)N(C)C)n(Cc4ccc(C(F)(F)F)nc4)c3C[C@H]2CN1C(=O)c1ccccc1,-3%
CCN1CC2=C(OC(N)=C(C#N)C2c2cccs2)/C(=C/c2cccs2)C1 (centres undefined),10%
CCCn1c(SCC(=O)NCC2CCCO2)nc2c1c(=O)n(C)c(=O)n2C (centres undefined),9%
NC(=O)C1CCN(c2nc(C3CC3)nc3c2nnn3Cc2ccccc2Cl)CC1,6%
CCN(CC)c1ccc(NC(=O)c2ccco2)cc1,0%
CC(C)(CN)SCc1ccccc1,-3%[5.75 µM]
CC1=C(C(=O)NCc2ccccc2)C(c2ccc(C)o2)n2ncnc2N1 (centres undefined),-1%
COc1ccc(S(=O)(=O)NCc2csc(C)n2)cc1,-1%
Cn1nnnc1NCc1c(F)cccc1Cl,0%
COc1ccc(-c2ccc(=O)n(CC(=O)NCc3ccco3)n2)cc1,-1%
COc1ccc2c(c1)c(=O)oc1cc(OCC(=O)N3CCCC(C)C3)ccc12 (centres undefined),-1%
COc1cc(CNC2CCCC2)cc(OC)c1,7%
COc1cc(NC(=O)c2ccccc2Cl)c(OC)cc1NC(=O)CN1CCOCC1,-2%
CCOC(=O)CNC(=O)CN1C(=O)CCS(=O)(=O)c2ccccc21,13%
O=C(CN1C(=O)C2C3C=CC(C3)C2C1=O)Nc1ccc2c(c1)OCCO2 (centres undefined),0%
N#CCCn1c(=O)c(-c2cccs2)nc2cnc(Oc3cccc(Cl)c3)nc21,0%
O=C1CSC(c2cn(-c3ccccc3)nc2-c2cccs2)N1CC1CCCO1 (centres undefined),-4%

# Grouped by structure, those above containing a tert-butyl group
SMILES,AmpC inh det
CC(C)(C)c1ccc(C(=O)CSc2ncn[nH]2)cc1,-8%
Cn1nnc2cc(C(=O)NC(C)(C)C)ccc21,12%
CC(C)(C)C(=O)c1sc(Nc2ccccc2)nc1N,-4%

# Following part.
SMILES,AmpC inh det
Cc1nc(N)sc1-c1nnc(SCC(=O)Nc2nccs2)n1C,0%
COc1ccc(OC)c(-n2nnnc2SCC(=O)Nc2ccc(C(=O)N3CCCCC3)cc2)c1,-3%
CSC1=NCCN1C(=O)C(C)Oc1ccccc1 (centres undefined),8%
Cc1ccc(C(=O)CSc2ncn[nH]2)cc1,-1%
CCOC(=O)COc1ccc2cc(C(=O)OCC)c(=O)oc2c1,-3%
O=C(NCN1CCN(c2ccccn2)CC1)c1cnccn1,-4%
CCN(CC)S(=O)(=O)c1ccc(OCC(=O)NCc2ccccc2)cc1,-1%
Cc1ccc2oc(-c3ccc(NC(=O)c4ccc5c(c4)OCO5)cc3)nc2c1,-4%
O=C(O)C[C@H](Cc1ccc2c(c1)OCO2)C(=O)O,-4%[5.75 µM]
CCOc1ccc(N(CC(=O)NC2CCCC(C)C2C)S(=O)(=O)c2c(C)noc2C)cc1 (centres undefined),5%
COc1ccc(S(=O)(=O)Nc2nnc(C(C)C)s2)cc1,-4%
COc1ccc2[nH]cc(CCNc3cc(-c4ccccc4C(F)(F)F)ncn3)c2c1,7%
O=C(Nc1ccc(Cl)cc1)N1CCSCC1,13%
Cc1ccc(N2C(=O)C3C(C2=O)C2C=CC3C23CC3)cc1 (centres undefined),6%

# Retrieved by compound from the list above, 4 records:
SMILES,AmpC inh det
Cc1ccc(C(=O)CSc2ncn[nH]2)cc1,-1%
O=C(NCN1CCN(c2ccccn2)CC1)c1cnccn1,-4%
CCN(CC)S(=O)(=O)c1ccc(OCC(=O)NCc2ccccc2)cc1,-1%
COc1ccc2[nH]cc(CCNc3cc(-c4ccccc4C(F)(F)F)ncn3)c2c1,7%

# 4 of the compounds above, field by field.
> CCOC(=O)C(Cc1ccccc1)NS(=O)(=O)c1ccc(NC(C)=O)cc1 (centres undefined)
  AmpC inh det = 11%

> COCCNC(=O)CSc1nc2cc(OC)c(OC)cc2c(=O)n1Cc1ccco1
  AmpC inh det = -1%

> ON=C1CCCCC1
  AmpC inh det = 8%

> CCCCOc1ccc(-c2nnc(-c3ccncc3)o2)cc1
  AmpC inh det = 12%

# Screening results (PubChem BioAssay)
